Assay outcomes as filed in PubChem.
Granule exo inh – blocks lytic granule exocytosis; TALL-104 LAMP-1 surface exposure, flow cytometry; cells stimulated with thapsigargin and PMA; inhibition, % at 10 µM; 0.66% of 360,000 active;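 active = inhibition above about 55%, limit read from the data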
m5-HT2A agonist – mouse HTR2A agonism via beta-arrestin recruitment; CHO-K1 mHTR2A beta-arrestin complementation, luminescence; percent of 30 µM serotonin response; activation, % at 7.6 µM; P35363; 0.66% of 360,000 active;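 active = activation above a run cutoff, the mean activation of all tested compounds plus 3 SD, cut at about 14% in these data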;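 also: 0% = plate median of compound wells and 100% = 30 µM serotonin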
PDI turbidity – PDI (human) enzyme inhibition | inhibition, % at 10 µM | 0.052% of 350,000 active | P07237 | PDI insulin aggregation turbidity, A650, 90 min;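 active = mean inhibition across replicates of 30% or more, whatever share of single replicates reach that level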;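 also: absorbance from insulin aggregation driven by PDI reduction with DTT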
N-glyco inh – blocks N-linked glycosylation in D54 reporter cells | D54 ERlucT glycosylation luciferase reporter, 24 h; percent of 100 nM tunicamycin response | reporter increase, % at 12.5 µM | 0.23% of 360,000 active;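 active = mean luciferase reporter signal, scaled so untreated is 0 and the glycosylation-blocking control 100, at or above a set limit in every replicate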;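 also: luciferase carries N-glycosylation sites so blocking glycosylation raises the light; 0% = median of neutral control wells and 100% = median of 100 nM tunicamycin wells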
MC4R antagonist – human MC4R antagonism in cAMP assay; P32245; MC4R-expressing cells, MTII-stimulated cAMP, LANCE TR-FRET; inhibition, % at 6.5 µM; 0.48% of 360,000 active;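 active = inhibition above its plate's cutoff, the mean of tested wells on that plate plus 3 SD, cut at about 29% in these data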;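 also: 0% = Melanotan II alone and 100% = Melanotan II plus saturating MCL0020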
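Assay system: human MC4R-expressing U2OS cells; reagent: Melanotan II stimulation of cells; dosing: 6.5 µM single dose; timing: compound 30 min, challenge 1 h, detection 1 h; signal: TR-FRET cAMP assay; replicates: one well per compound, no replicates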
MC4R barr agon – agonists of human melanocortin 4 receptor (MC4R) beta-arrestin. U2OS MC4R beta-arrestin complementation, luminescence; percent of melanotan II response, DMSO zero. P32245. 0.98% of 360,000 active. activation, % at 8.9 µM. AID 540308;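 active = activation above a per-plate cutoff, the mean activation of sample wells on that plate plus 3 SD, cut at about 8% in these data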
H9c2 protect – protects H9c2 cardiomyocytes from peroxide injury; H2O2 injury protection, ATPLite, 2 h; protection from H2O2 cell death, % at 20 µM; 0.63% of 360,000 active; AID 588492;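 active = compounds giving at least 50% protection of heart cells from peroxide-induced death in the single-dose screen, raw or plate-pattern-corrected value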;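 also: 0% = DMSO wells with peroxide and 100% = DMSO wells without peroxide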
ABHD5-PLIN5 inh – inhibitors of human ABHD5-perilipin-5 interaction; AID 602281; 0.78% of 360,000 active; Q00G26+Q8WTS1; inhibition, % at 4 µM; Split G. princeps luciferase complementation, luminescence, 4 h;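 active = inhibition above the mean inhibition across every tested compound plus 3 SD, cut at about 22% in these data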;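 also: 0% = DMSO only wells and the 100% control is not disclosed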
ABCB6 inh 2 – human ABCB6 transporter inhibition; Q9NP58; K562-ABCB6 porphyrin accumulation, flow cytometry, 1 h; stronger effect = lower value; fluorescence ratio to DMSO, % at 10 µM; 0.19% of 360,000 active;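 active = fluorescence ratio to DMSO below 75%, the collection mean minus 3 SD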;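 also: signal is porphyrin accumulated inside mitochondria; 100% equals median channel fluorescence of DMSO control wells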
Target sequence (Q9NP58 whole entry, looked up): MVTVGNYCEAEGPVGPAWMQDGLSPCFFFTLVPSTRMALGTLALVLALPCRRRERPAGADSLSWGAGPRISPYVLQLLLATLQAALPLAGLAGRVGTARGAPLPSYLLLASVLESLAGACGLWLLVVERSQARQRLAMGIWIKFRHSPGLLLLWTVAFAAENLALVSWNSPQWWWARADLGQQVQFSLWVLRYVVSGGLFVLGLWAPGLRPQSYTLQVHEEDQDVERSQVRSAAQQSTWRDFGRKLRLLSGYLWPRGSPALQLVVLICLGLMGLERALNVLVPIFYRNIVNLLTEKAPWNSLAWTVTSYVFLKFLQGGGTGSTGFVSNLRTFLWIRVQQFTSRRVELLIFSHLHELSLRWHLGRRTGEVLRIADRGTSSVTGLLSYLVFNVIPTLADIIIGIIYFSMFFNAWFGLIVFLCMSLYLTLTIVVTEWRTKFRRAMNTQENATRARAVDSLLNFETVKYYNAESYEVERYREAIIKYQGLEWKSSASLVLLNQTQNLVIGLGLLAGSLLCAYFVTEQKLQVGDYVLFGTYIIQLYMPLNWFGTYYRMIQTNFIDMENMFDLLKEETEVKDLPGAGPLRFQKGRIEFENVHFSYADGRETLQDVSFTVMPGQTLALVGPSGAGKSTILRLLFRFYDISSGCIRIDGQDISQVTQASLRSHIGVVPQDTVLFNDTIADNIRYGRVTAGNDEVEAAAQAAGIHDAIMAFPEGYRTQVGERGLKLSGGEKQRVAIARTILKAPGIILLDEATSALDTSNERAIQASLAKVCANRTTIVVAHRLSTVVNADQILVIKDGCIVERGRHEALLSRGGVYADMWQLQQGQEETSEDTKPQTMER
CaV13 FRET inh – Disruptors of the CACNA1D IQ motif to Ca2+-dependent inactivation inhibitor domain association, primary screening, Förster resonance energy transfer in intact living …. HEK cells, CFP/YFP FRET ICDI-IQ, plate reader, 10 min; percent FRET-ratio fall versus neutral wells. inhibition, % at 12.3 µM. 0.098% of 340,000 active;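 active = mean replicate inhibition of at least 30% and at least 1% of replicates passing that level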;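 also: 0% = median of the neutral control wells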
The depositor's hits bear a star; x = not tested or not shown.

SMILES	MC4R antagonist	m5-HT2A agonist	Granule exo inh	H9c2 protect	ABCB6 inh 2	ABHD5-PLIN5 inh	PDI turbidity	MC4R barr agon	CaV13 FRET inh	N-glyco inh
COc1ccc(NC(=O)c2ccc(-n3cnnn3)cc2)c([N+](=O)[O-])c1	-2	-2	6	-1	101	10	-4	4.7	-5	2
Cc1cccc(N2CCN(C(=O)NC3CCCCC3)CC2)c1C	10	9	-1	-3	99	3	-9	-1.0	-12	-3
O=C(CN1C(=O)c2ccc([N+](=O)[O-])cc2C1=O)NCc1ccc(C(=O)O)cc1	14	9	-19	-2	103	-11	-4	-2.4	-20	0
COCc1cc(C)nc2sc(C(=O)OC)c(N)c12	-1	5	2	2	94	1	-8	0.5	-6	6
COc1ccc(CCNC(=O)COC(=O)c2cc(OC)c(OC)cc2OC)cc1	2	1	-2	-5	100	-1	8	-1.9	-4	-1
COC(=O)c1ccc(-c2nc(-c3cccs3)no2)cc1	10	4	3	-37	98	-3	-3	-0.3	-7	-9
O=C(Nc1cc(C(F)(F)F)ccc1N1CCCC1)C1=COCCO1	10	-3	-2	-3	90	9	-2	-1.6	-5	3
O=C1NC(C(F)(F)F)(C(F)(F)F)N=C2SC=CN12	-3	-5	4	-2	100	-8	-1	0.0	4	-1
COc1ccc(Cn2nnnc2CN2CCC(c3nc4ccccc4s3)CC2)cc1	-3	-3	2	-11	102	7	-6	0.4	-8	-4
COCCCN1C(=O)C(CC(=O)NCCc2ccccn2)CC(C(=O)N2CCOCC2)=C1C (centres undefined)	5	1	-2	0	99	4	-7	0.9	-6	1
CCn1c(CSCc2ccc(C)cc2)nnc1SCC(=O)N1CCN(c2ccccc2)CC1	8	-2	-2	1	94	5	-4	0.4	x	-1
COc1ccc(OCCSc2nnc(CCNC(=O)c3ccc(OC)cc3)n2C)cc1	7	2	-1	-5	91	5	-4	3.0	-9	0
CCN(CC)CCNc1ccnc2cc(Cl)ccc12	2	-4	2	0	102	-5	-8	-2.2	-9	7
O=C(O)CCC(=O)Nc1cc(C(F)(F)F)cc(C(F)(F)F)c1	6	-5	6	-4	100	0	4	-0.1	-5	0
Cc1ccc(-n2[nH]c(C)c(/C=N/N3C(=O)c4cccc5cccc(c45)C3=O)c2=O)cc1	5	0	0	21	98	-17	-7	0.9	6	2
Cn1cc(C(=O)c2ccc(Cl)cc2Cl)cc1C(=O)N/N=C(\N)COc1ccccc1	3	-8	-2	25	93	5	-1	-0.5	x	3
CCCNC(=S)N1CCC(NC(=O)C23CC4CC(CC(C4)C2)C3)CC1	-2	0	1	-1	85	-2	7	-0.7	-8	-2
CCOc1ccc(N2CC(C(=O)NC3CCCC3)CC2=O)cc1 (centres undefined)	8	0	-6	0	103	7	1	-0.2	-7	0
COCCn1c(SCC(=O)Nc2ccc3c(c2)CCC3)nc2ccccc2c1=O	3	1	6	0	95	3	11	4.7	-5	-1
Cc1c(NC(=O)c2coc(=O)c(Br)c2)c(=O)n(-c2ccccc2)n1C	3	-1	0	20	102	-9	9	-4.7	x	7

Brought forward from above: two entries, followed by the next part.
SMILES	MC4R antagonist	m5-HT2A agonist	Granule exo inh	H9c2 protect	ABCB6 inh 2	ABHD5-PLIN5 inh	PDI turbidity	MC4R barr agon	CaV13 FRET inh	N-glyco inh
COCCn1c(SCC(=O)Nc2ccc3c(c2)CCC3)nc2ccccc2c1=O	3	1	6	0	95	3	11	4.7	-5	-1
Cc1c(NC(=O)c2coc(=O)c(Br)c2)c(=O)n(-c2ccccc2)n1C	3	-1	0	20	102	-9	9	-4.7	x	7
CC(C)(C)NC(=O)C(c1ccc(OCC(N)=O)cc1)N(C(=O)c1cccnc1)C1CC1 (centres undefined)	14	1	-1	9	87	1	17	-0.3	x	-3
O=C(CCCn1c(=O)[nH]c2ccsc2c1=O)N1CCCCC1	4	-3	-1	5	101	-4	10	0.2	-8	0
CCOc1ccccc1C(=O)NCC(=O)OCC(=O)c1c(N)n(C)c(=O)n(C)c1=O	0	-4	1	0	95	-4	7	-2.4	-6	4
O=C1Nc2ccccc2-n2nnnc2C1N1CCN(c2ccc(C(F)(F)F)cn2)CC1 (centres undefined)	x	0	11	x	x	0	x	x	-6	x
CC(C)(C)OC(=O)Nc1ccccc1-n1nnnc1C(C(=O)c1ccccc1)N1CCN(c2ccccn2)CC1 (centres undefined)	x	4	-4	x	x	0	x	x	-7	x
COc1ccccc1NS(=O)(=O)c1cccc(C(=O)NNC(=O)C(C)NC(=O)c2ccco2)c1 (centres undefined)	1	5	-2	12	94	0	5	-1.4	-2	0
CC1CCN(S(=O)(=O)c2ccc(NC(=O)N3c4ccccc4Sc4ccccc43)cc2)CC1	2	-4	-2	-8	99	-9	-5	-2.8	-17	0
COc1ccc(/C=N/NC(=O)C2C(C=C(Cl)Cl)C2(C)C)c(OC)c1 (centres undefined)	-5	-3	6	-10	95	-7	-9	-3.5	2	1
NC(=O)C1(c2ccccc2)CCC(=O)N1c1ccccc1 (centres undefined)	12	-1	0	-4	100	1	1	0.7	-5	-3
CCN(CC)CCCNC(=O)c1ccc(C)c(NC(=O)C2=C(C)OCCS2)c1	7	-3	6	2	95	7	4	-3.3	-4	-1
COc1ccc(CCNC(=O)Cn2cccc2C(=O)c2ccccc2)c(OC)c1	19	-4	-4	0	95	-2	1	1.2	2	0
CCc1cccc(C)c1NC(=O)CSc1nc(-c2ccccc2F)nc2nc[nH]c12	3	0	0	5	100	-1	-22	-0.8	-5	1
Cc1ccc(S(=O)(=O)NCC(=O)NCc2ccncc2)cc1	4	0	2	8	99	2	17	-1.4	-5	-2
COc1c(Cl)cccc1-c1cn2ccccc2n1	-11	0	7	-19	97	2	12	-1.3	-1	-11
Cc1c(C)n(CCCN(C)C)c2ncnc(Nc3ccccc3)c12	7	-9	-2	6	97	-1	5	-0.6	-21	1
COc1ccc(-c2nc(N)ncc2-c2ccccc2)c(O)c1	1	6	6	-6	96	-2	8	0.2	-1	-3
O=C(NC1CCCCC1)N(C1=NCCCCC1)c1ccc(Br)cc1	17	-3	1	11	99	0	0	-1.9	-5	-1
CN1OC[C@@H]2CN(C(=O)CCc3ccccc3)[C@H](c3cccc(N4CCOCC4)c3)C[C@@H]21	6	-4	-9	3	101	-2	3	-2.7	-6	1
CC(=O)c1ccccc1NC(=O)COc1ccc(N(C)S(=O)(=O)c2ccc(C)c(C)c2)cc1	0	3	3	-8	88	4	30	0.2	-6	-4
Cc1nc2cc(-c3ccccc3)nn2c(C)c1CCC(=O)NC(C)c1ccc2c(c1)OCCO2 (centres undefined)	4	6	-6	-4	100	10	0	3.3	-6	-4

(listing goes on)
SMILES	MC4R antagonist	m5-HT2A agonist	Granule exo inh	H9c2 protect	ABCB6 inh 2	ABHD5-PLIN5 inh	PDI turbidity	MC4R barr agon	CaV13 FRET inh	N-glyco inh
COc1ccc(CCN(Cc2cccs2)S(=O)(=O)c2ccc(C(=O)O)cc2)cc1OC	4	0	-2	13	102	-3	-1	0.6	1	1
CC(NC(=O)C1CCC(C(C)(C)C)CC1)C(c1ccccc1)N1CCOCC1 (centres undefined)	6	2	-4	1	94	0	-48	-1.5	1	-5
CC(NC(=O)c1ccc(Br)cc1)c1ccccc1 (centres undefined)	2	10	-1	17	95	0	4	-1.6	-18	1
CCOc1ccc(C(=O)Cc2ccc3oc(C(=O)O)cc3c2)c(O)c1	-1	-4	0	-1	83	-5	4	1.0	1	1
C=CCc1cccc2cc(C(=O)N(CC)CC)c(=O)oc12	13	-2	-1	1	101	0	0	0.6	-4	0
CN(C)S(=O)(=O)n1cnc([C@H]2c3c(ncn3Cc3ccccc3)C[C@H]3COC(=O)[C@@H]32)c1	6	2	7	13	100	10	-2	-0.5	-4	-3
Cc1cc(=O)oc2cc(OCC3CC(c4ccccc4Cl)=NO3)ccc12 (centres undefined)	-43	-4	3	0	101	-3	-5	0.2	-4	20
CCSc1nnc(NC(=O)C(Cc2ccccc2)n2cccc2)s1 (centres undefined)	-5	3	9	-3	102	-1	0	-0.6	-9	-1
Cc1cccc[n+]1CC(=O)N1c2ccccc2Sc2ccccc21	7	2	0	-1	99	6	2	-1.0	-3	-1
CNC(=O)c1sc(-c2ccccc2)nc1C	6	2	-2	-5	104	1	-6	-1.4	-5	1
CCNC(=S)NNC(=O)CCn1cc(C)cn1	11	-3	7	0	94	0	-3	1.7	-5	2
CC(SCc1ccccc1)C(=O)Nc1ccccc1-c1ccccc1 (centres undefined)	17	-5	6	2	94	-9	4	6.6	x	0
COc1ccc(CCCNC(=O)C2CCC(=O)N(Cc3ccccc3F)C2)cc1 (centres undefined)	6	2	0	3	100	4	-2	-2.2	-6	0
O=C(Nc1cccc(Cl)c1)c1ccc2c(c1)OCCO2	15	2	61*	-23	100	2	-4	-0.1	-3	-10
COc1ccc(CNC(=O)C(C)n2nc(C)n3c(cc4occc43)c2=O)cc1 (centres undefined)	4	7	-2	-6	95	5	-13	-1.6	-2	1
COc1ccc([N+](=O)[O-])c(OC)c1C(=O)NC(=O)Nc1c(F)cc(F)cc1F	12	5	-2	2	100	4	3	-0.2	-7	3
CC(NC(=O)C(=O)N1CCOCC1)C(c1cccs1)N1CCN(c2ccccc2)CC1 (centres undefined)	3	3	4	3	102	0	6	-0.7	-6	4
